ANO1 activ: TMEM16A chloride channel activators or potentiators, primary screen, cell-based, HTS; Anoctamin-1 (Mus musculus), Q8BHY3; HEK293 TMEM16A/YFP-H148Q/I152L, iodide quench fluorescence; stronger effect = lower value; B-score at 10 µM; 0.3% of 340,000 active;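 active means fluorescence-ratio B-score plate-corrected deviation score at least 3 library SD below zero, with starting fluorescence score within 5 deviations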;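 further: channel opened by trigger with iodide after compound preincubation; score built on the fluorescence ratio of max minus min over baseline; more negative score means more quench and so TMEM16A activation or potentiation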
Target sequence (Q8BHY3 whole entry, looked up): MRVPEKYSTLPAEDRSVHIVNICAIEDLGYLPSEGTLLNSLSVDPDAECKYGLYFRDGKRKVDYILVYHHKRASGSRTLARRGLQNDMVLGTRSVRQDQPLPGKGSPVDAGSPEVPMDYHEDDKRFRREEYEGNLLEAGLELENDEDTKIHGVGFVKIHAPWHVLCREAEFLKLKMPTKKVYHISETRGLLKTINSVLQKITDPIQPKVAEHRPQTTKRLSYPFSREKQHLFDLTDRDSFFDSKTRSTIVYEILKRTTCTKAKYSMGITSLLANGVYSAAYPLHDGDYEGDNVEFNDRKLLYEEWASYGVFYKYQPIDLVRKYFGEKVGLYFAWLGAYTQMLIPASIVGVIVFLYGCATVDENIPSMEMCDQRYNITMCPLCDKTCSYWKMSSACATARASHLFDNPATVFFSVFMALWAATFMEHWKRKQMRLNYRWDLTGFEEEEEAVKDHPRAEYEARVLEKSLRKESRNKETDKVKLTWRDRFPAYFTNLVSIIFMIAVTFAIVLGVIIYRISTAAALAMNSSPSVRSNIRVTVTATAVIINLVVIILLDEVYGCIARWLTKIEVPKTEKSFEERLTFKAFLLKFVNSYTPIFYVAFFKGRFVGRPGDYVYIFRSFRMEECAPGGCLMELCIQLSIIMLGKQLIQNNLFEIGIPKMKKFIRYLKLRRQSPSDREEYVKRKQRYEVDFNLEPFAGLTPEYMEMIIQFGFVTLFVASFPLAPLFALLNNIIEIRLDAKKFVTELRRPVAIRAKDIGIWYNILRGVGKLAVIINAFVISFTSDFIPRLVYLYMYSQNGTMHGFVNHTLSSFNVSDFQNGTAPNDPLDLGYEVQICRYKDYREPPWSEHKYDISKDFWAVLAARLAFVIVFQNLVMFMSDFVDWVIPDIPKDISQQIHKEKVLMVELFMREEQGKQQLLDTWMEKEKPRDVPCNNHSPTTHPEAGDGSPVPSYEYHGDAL
Calls only; i = inactive. This is a subset (hit frequency here may not be typical).

ANO1 activ	Compound
i	CC(C)(C)OC(=O)C[C@@H]1C/C=C\C[C@H](CC(=O)N[C@@H](CO)Cc2ccccc2)C(=O)N[C@H](C(C)(C)C)COC1=O
i	O=C(C[C@H]1C/C=C\CC[C@H](Cc2ccc(F)cc2)C(=O)O[C@@H](c2ccccc2)CNC1=O)N[C@@H](CO)Cc1ccccc1
i	CCNc1nnc(SCC(=O)NC2CCCCCC2)s1
i	CCN(Cc1ccc2c(c1)OCCO2)C(=O)CSc1nc(C)nc2sc(C)c(C)c12
i	O=C(COC(=O)CNC(=O)C1CCCCC1)NCc1ccccc1
i	O=C(COC(=O)c1cccc(S(=O)(=O)N2CCOCC2)c1)Nc1ncc(Cl)cc1Cl
i	COc1ccc(CC(=O)NNC(=O)c2ccc(Br)s2)cc1OC
i	Cc1ccc(NC(=O)CSc2ccccc2)cc1S(=O)(=O)N1CCOCC1
i	CCOC(=O)c1c(C)[nH]c(C)c1C(=O)COC(=O)c1sccc1C
i	CC1CCCCC12NC(=O)N(CC(=O)OCc1ccccc1F)C2=O (centres undefined)
i	CN(C(=O)CSc1nnnn1-c1ccc(Cl)cc1)C1CCS(=O)(=O)C1 (centres undefined)
i	Cc1cc(C)c(C)c(S(=O)(=O)N2CCN(C(=O)CNC(=O)c3ccco3)CC2)c1C
i	COc1ccc([C@H]2CC(=O)C=C(/C=C/Cc3ccccc3)C2)cc1
i	CN1CCN(c2ccc(NC(=O)c3cc(S(N)(=O)=O)ccc3N3CCOCC3)cc2)CC1
i	Nc1nnc(SCC(=O)Nc2nnc(-c3ccccc3)o2)s1
i	CNC(=S)N1C2CCCC1CC(NC(=O)c1ccc(C)cc1)C2 (centres undefined)
i	Cc1ccc(C(=O)NCC(=O)N2CCCCCCC2)cc1
i	Cc1ccc(-c2nc3c(c(=O)[nH]c(=O)n3Cc3ccccc3)n2C)o1
i	COCCNCc1cc(C)n(-c2cc(S(=O)(=O)N3CCOCC3)ccc2N2CCCC2)c1C
i	O=S(=O)(c1ccc(SCc2ccc(Br)cc2)nc1)N1CCCCC1

16 consecutive compounds already listed:
ANO1 activ	Compound
i	O=C(COC(=O)CNC(=O)C1CCCCC1)NCc1ccccc1
i	O=C(COC(=O)c1cccc(S(=O)(=O)N2CCOCC2)c1)Nc1ncc(Cl)cc1Cl
i	COc1ccc(CC(=O)NNC(=O)c2ccc(Br)s2)cc1OC
i	Cc1ccc(NC(=O)CSc2ccccc2)cc1S(=O)(=O)N1CCOCC1
i	CCOC(=O)c1c(C)[nH]c(C)c1C(=O)COC(=O)c1sccc1C
i	CC1CCCCC12NC(=O)N(CC(=O)OCc1ccccc1F)C2=O (centres undefined)
i	CN(C(=O)CSc1nnnn1-c1ccc(Cl)cc1)C1CCS(=O)(=O)C1 (centres undefined)
i	Cc1cc(C)c(C)c(S(=O)(=O)N2CCN(C(=O)CNC(=O)c3ccco3)CC2)c1C
i	COc1ccc([C@H]2CC(=O)C=C(/C=C/Cc3ccccc3)C2)cc1
i	CN1CCN(c2ccc(NC(=O)c3cc(S(N)(=O)=O)ccc3N3CCOCC3)cc2)CC1
i	Nc1nnc(SCC(=O)Nc2nnc(-c3ccccc3)o2)s1
i	CNC(=S)N1C2CCCC1CC(NC(=O)c1ccc(C)cc1)C2 (centres undefined)
i	Cc1ccc(C(=O)NCC(=O)N2CCCCCCC2)cc1
i	Cc1ccc(-c2nc3c(c(=O)[nH]c(=O)n3Cc3ccccc3)n2C)o1
i	COCCNCc1cc(C)n(-c2cc(S(=O)(=O)N3CCOCC3)ccc2N2CCCC2)c1C
i	O=S(=O)(c1ccc(SCc2ccc(Br)cc2)nc1)N1CCCCC1

The listing continues.
ANO1 activ	Compound
i	CN(Cc1ccccc1N1CCCC1)C(=O)c1cc2cc(Cl)ccc2o1
i	CC(C)(C)NCC(=Cc1ccccc1)C(=O)c1ccccc1
i	CCOc1ccccc1C(=O)NCC(=O)N1CCC(C)CC1
i	O=C(Cn1cnc2cc([N+](=O)[O-])ccc2c1=O)N1CCN(S(=O)(=O)c2ccccc2)CC1
i	CCN(C(=O)COC(=O)CCC(=O)c1ccccc1)c1c(N)n(Cc2ccccc2)c(=O)[nH]c1=O
i	CC(NC(=O)NC(=O)c1ccc(F)cc1)C1CC1 (centres undefined)
i	CCN(CC(=O)Nc1ccc2c(c1)OCCO2)C(=O)c1cc(Cl)nc2ccccc12
i	Cc1ccc(OCCC(=O)Nc2ccc(C)c(S(=O)(=O)N3CCOCC3)c2)cc1
i	CCCCN(C(=O)c1cc(-c2ccncc2)nc2ccccc12)c1c(N)n(CC(C)C)c(=O)[nH]c1=O
i	Nc1cccc(CP(=O)(c2ccccc2)c2ccccc2)c1
i	NC1=NC(=O)/C(=C/c2ccccc2OCC(=O)Nc2ccc(F)cc2)S1
i	COc1ccc(OC)cc1
i	N#CC(CCc1ccccn1)c1ccccc1 (centres undefined)
i	O=C(NNC(=O)c1cccs1)c1ccc(Cl)c(S(=O)(=O)N2CCCC2)c1
i	O=C(CC1SC(N2CCCCC2)=NC1=O)Nc1cccc(C(=O)N2CCCC(C(F)(F)F)C2)c1 (centres undefined)
i	CCN1C(=O)[C@H]2[C@@H](c3ccc(-c4ccc5c(c4)OCO5)c(OC)c3)N[C@@](C)(C(=O)OC)[C@H]2C1=O
i	Cn1cnc(C(=O)NC2CCN(C(=O)OC(C)(C)C)CC2)c1C(=O)NC1CCN(C(=O)OC(C)(C)C)CC1
i	CN(C)CCNC(C(=O)Nc1cccc(S(=O)(=O)N2CCOCC2)c1)c1ccccc1 (centres undefined)
i	CSCCC(NC(=O)c1cc(S(=O)(=O)N2CCOCC2)ccc1F)c1nc2ccccc2[nH]1 (centres undefined)
i	COc1ccc(C(=O)COC(=O)c2cc(=O)c3ccccc3o2)cc1
i	O=C(NCc1ccccc1CN1CCCC1)c1ccc(Cl)c(S(=O)(=O)N2CCCC2)c1
i	CCOC(=O)C1CCN(C(=O)c2ccc(NS(=O)(=O)c3ccc4[nH]c(=O)[nH]c4c3)cc2)CC1
i	CCN1C[C@@H]2[C@@H]3C(=O)N(Cc4ccccc4)C(=O)[C@@H]3[C@](C)(C(=O)OC)N2C1=NC
i	CCC(CO)Oc1cc(NCc2ccncc2)c2ncn(C(C)C)c2c1 (centres undefined)
i	COC(=O)CCc1c[nH]c2ccc([N+](=O)[O-])cc12
i	C#CC(CC)(CC)NC(=O)c1cc(S(=O)(=O)N2CCCCC2)ccc1N1CCOCC1
i	COc1ccc(OC)c(NC(=O)CSc2nc3[nH]c(=O)[nH]c(=O)c3s2)c1
i	Cc1ccc(S(=O)(=O)N2CCN(c3nc(CN4CCCC4)nc4sc(C)c(C)c34)CC2)cc1
i	COc1cc(S(=O)(=O)N2CCN(C(=O)C3CC3)CC2)ccc1NC(C)=O
i	COc1cc(OC)cc(-c2c(-c3cccs3)c3cc(-c4ccc(OCc5ccccc5)cc4)ccc3n2C)c1
i	COc1ccc(CC(=O)OCC(=O)NC2CCCC(C)C2C)cc1 (centres undefined)
i	Cc1cc(C)cc(NC(=O)CSc2nc3nc(C)cc(C)n3n2)c1
i	O=C1N[C@@H](c2ccccc2)COC(=O)[C@@H](Cc2ccc(F)cc2)C/C=C\C[C@H]1CC(=O)N(CCO)Cc1ccccc1
i	Cc1cc(Cl)c(C)c(S(=O)(=O)N2CCN(C(=O)C3CCCO3)CC2)c1Cl (centres undefined)
i	CCc1ccc(-c2csc(NC(=O)C3=COCCO3)n2)cc1
i	O=C(COC(=O)COc1cccc(C(F)(F)F)c1)Nc1ccc(N2CCOCC2)cc1
i	O=C(COC(=O)Cn1cnc2ccccc21)Nc1ccc(F)c(F)c1
i	Cc1c(C(N)=O)cc([N+](=O)[O-])cc1[N+](=O)[O-]
i	Cn1nc(C(=O)NCc2cccc(F)c2)cc1C(=O)NCc1cccc(F)c1
i	CNC(=O)c1cc(Oc2ccc(NC(=O)Nc3ccc(Cl)c(C(F)(F)F)c3)cc2)ccn1
i	Cc1ccc(NC(=O)COC(=O)c2ccc(Br)o2)cc1S(=O)(=O)N1CCCCC1
i	CCN(CC)c1ccc(/C=C2\CCC(/C=C(/C#N)C(=O)Nc3ccccc3F)=C2N2CCOCC2)cc1
i	CC(C)(C)NC(=O)C(c1ccc(-c2ccccc2)cc1)N(C[C@H]1CC[C@@H]([C@@H]2CC[C@H](CO)O2)O1)C(=O)c1ccccc1F (some centres undefined)
i	CC1(C)CC=CC(COC(=O)c2ccccc2C(=O)O)C1 (centres undefined)
i	C=CC(COCc1ccccc1)N(CC(=O)OC)S(=O)(=O)c1cc(Br)ccc1OC (centres undefined)
i	CC(=O)NC1CC2CCCC(C1)N2C(=O)Nc1cccc(C(C)=O)c1 (centres undefined)
i	O=C(OCc1c(-c2ccccc2)ncc2ccccc12)c1ccco1
i	CN(C(=O)COC(=O)C1=COCCO1)C1(C#N)CCCCC1
i	CCCCc1nnc(NC(=O)c2ccc(OCc3c(C)noc3C)cc2)s1
i	COc1ccc(/C=C/C(=O)Nc2ccccc2C(N)=O)cc1S(=O)(=O)N1CCOCC1

Carrying on.
ANO1 activ	Compound
i	C=CCn1c(SC(C)C(=O)c2c(N)n(C)c(=O)n(C)c2=O)nnc1-c1ccoc1C (centres undefined)
i	CC(C)=CCC[C@](C)(O[C@@H]1O[C@H](CO[C@@H]2O[C@H](CO)[C@@H](O)[C@H](O)[C@H]2O)[C@@H](O)[C@H](O)[C@H]1O)C1CC[C@]2(C)C1C(=O)CC1[C@@]3(C)CC[C@H](O[C@H]4O[C@@H](CO)[C@H](O)[C@@H](O)[C@@H]4O)C(C)(C)C3CC[C@]12C (some centres undefined)
i	COc1ccc(-c2nnc(SCC(=O)NC3CC3)o2)c(OC)c1
i	COc1ccc(C)cc1NC(=O)CN1C(=O)C(=O)N(C2CCCC2)C1=O
i	Cc1ccccc1NC(=O)COC(=O)c1ccc2c(c1)C(=O)N(CCCN1CCOCC1)C2=O
i	Cc1csc(C2=C(O)CN(c3ccc4c(c3)OCCOCCOCCOCCO4)C2=N)n1
i	O=C(O)CN1CCNCCN(CC(=O)O)CCNCC1
i	COc1ccc(NC(=O)C2CCC(C(C)(C)C)CC2)cc1S(=O)(=O)N1CCOCC1 (centres undefined)
i	COc1cc(C2C3=C(COC3=O)Oc3cc4c(cc32)OCO4)cc(OC)c1O (centres undefined)
i	O=C(CN1C(=O)NC2(CCOc3ccccc32)C1=O)Nc1cccc([N+](=O)[O-])c1 (centres undefined)
i	Nc1nc(SCC(=O)Nc2ncc(Cl)cc2Cl)n[nH]1
i	O=C(NNC(=O)c1ccc(Cl)cc1Cl)c1ccc2ccccc2c1
i	COc1cccc(CC(=O)OCC(=O)N(C)CC(=O)Nc2ccccc2Cl)c1
i	Cc1cc(NC(=O)CSc2n[nH]c(-c3ccc(Cl)cc3Cl)n2)no1
i	O=C1CN(C(=O)COC(=O)c2cccs2)c2ccccc2N1
i	COc1ccc(NC(=O)CSc2ccc([N+](=O)[O-])cc2)cc1S(=O)(=O)N1CCOCC1
i	Cc1ccc(C(=O)NCC(=O)OCc2nnc(-c3ccc([N+](=O)[O-])cc3)o2)s1
i	CCOC(=O)C1(C#N)Cc2ccccc2C1
i	Nc1nnc(SCC(=O)NNC(=O)c2ccc([N+](=O)[O-])cc2)s1
i	COc1cccc(CNCC(=O)NC(=O)NC2CCCC2)c1
i	COc1ccc(C(=O)NCc2ccncc2)cc1S(=O)(=O)N1CCOCC1
i	CC(Oc1ccc(Cl)cc1Cl)C(=O)OCC(=O)c1c(N)n(C)c(=O)n(C)c1=O (centres undefined)
i	CC1CC(C)(C)CC2(C1)NC(=O)N(CC(=O)N1CCN(S(=O)(=O)c3ccc(F)c(F)c3F)CC1)C2=O (centres undefined)
i	N#Cc1ccc(NC(=O)COC(=O)c2ccc(F)c(S(=O)(=O)N3CCOCC3)c2)cc1
i	CC(=O)c1ccc(-c2ccc(C(=O)N(C)Cc3nc4ccccc4c(=O)[nH]3)o2)cc1
i	O=C(CSc1nc2ccccc2o1)Nc1nc2c(s1)CCCC2
i	Cc1cnc(NC(=O)c2ccc3ncsc3c2)s1
i	Cc1cc(C(=O)Cn2cc(C(F)(F)F)ccc2=O)c(C)n1CC1CCCO1 (centres undefined)
i	O=C(c1n[nH]c(=O)c2ccccc12)N1CCN(S(=O)(=O)c2ccccc2Cl)CC1
i	C[C@H]1CN([C@@H](C)CO)C(=O)c2cc(NC(=O)Nc3cccc4ccccc34)ccc2O[C@@H]1CN(C)Cc1ccc(-c2ccccc2)cc1
i	CC(=O)Nc1ccc(NC(=O)C2CCN(S(=O)(=O)c3ccc4c(c3)OCCO4)CC2)cc1
i	CSC1=C(C#N)C2(CCCCC2)C(C(=O)Nc2ccccc2)=C(C)N1
i	Cc1ccc(C(=O)O)cc1NC(=O)CSc1nnc(-c2ccccc2F)n1C1CCCCC1
i	COc1cc(OC)cc(-c2cc3cc(F)ccc3cn2)c1
i	COc1ccc(C(=O)COC(=O)/C=C/c2ccco2)cc1F
i	CC1CCCN(C(=O)CSc2nnc3ccccn23)C1 (centres undefined)
i	Cc1ccc(NC(=O)Nc2ccccc2F)cc1S(=O)(=O)N1CCOCC1
i	O=C(COC(=O)c1ccc(Br)o1)Nc1ccc(F)cc1[N+](=O)[O-]
i	NC(=O)c1ccsc1NC(=O)CN1C(=O)NC2(CCCCC2)C1=O
i	NC(=O)c1ccsc1NC(=O)CN1CCN(S(=O)(=O)c2ccccc2C(F)(F)F)CC1
i	Cn1c(N)c(C(=O)COC(=O)c2ccccc2C(=O)c2ccc(Cl)cc2)c(=O)n(C)c1=O
i	COC(=O)CC#N
i	COc1cc(C(=O)OCc2ccccc2C#N)ccc1OCC(=O)N1CCOCC1
i	COc1cc(OC)cc(C(=O)NNC(=O)CCNS(=O)(=O)c2ccc(Br)cc2)c1
i	CC1Cc2ccccc2N1C(=O)C(C)n1cc(C(F)(F)F)cc(Cl)c1=O (centres undefined)
i	COC(=O)C1CCN(CC(=O)N(C)c2c(N)n(Cc3ccccc3)c(=O)[nH]c2=O)CC1
i	O=C1CN(S(=O)(=O)c2cccc(Br)c2)CCN1
i	Cc1ccc(NC(=O)c2ccc3c(=O)n4c(nc3c2)CCC4)cc1F

Assay outcomes from PubChem.
